RSV antiviral HEp-2: RSV antiviral activity via CPE protection, HEp-2 cells, primary 10 µM value included (AID 2391); HEp-2 cells, RSV-induced CPE inhibition; higher % means a stronger effect; one-dose CPE inhibition, % at 10 µM; IC50 in µM for titrated hits; 0.13% of 310,000 active; in the data active = a potency from the dose series; inconclusive = CPE inhibition mostly from about 23% at the one dose, without a potency; inactive = the rest, 99 in 100 with CPE inhibition below about 21%; note: strong numbers were not always called active
human PMI inhibition: inhibitors of human PMI, primary screen, biochemical, fluorescence intensity, coupled assay (AID 1209). Mannose-6-phosphate isomerase (Homo sapiens). purified PMI enzyme, coupled fluorescence intensity; higher % means a stronger effect. inhibition, % at 20 µM; hits with a dose series show IC50 in µM. 0.42% of 190,000 active;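 note: plate controls were DMSO vehicle for no effect and wells lacking substrate for full effect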
P. falciparum M1AAP: P. falciparum M1AAP inhibitors, biochemical, fluorogenic H-Leu-NHMec substrate, 1536-well (AID 1445); 0.42% of 220,000 active; Aminopeptidase N (Plasmodium falciparum (isolate 3D7)); inhibition, % at 30 µM; hits with a dose series show IC50 in µM; recombinant M1AAP, H-Leu-NHMec fluorogenic kinetic assay; higher % means a stronger effect;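 active = primary inhibition above the hit cutoff, then over 50% inhibition at one or more dose response concentrations, cut at about 23% in these data, passing the limit was not always enough; inconclusive = conflicting primary data, or primary hits not chosen for dose response; inactive = low primary inhibition, or under 50% at every dose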;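 note: plate controls were DMSO full reaction for no effect and no enzyme background for full effect; strong numbers were not always called active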
K1F lysis inhibition: inhibition of K1F phage lysis, E. coli UTI89, bacterial capsule biogenesis inhibitors, alamar blue (AID 488966); E. coli UTI89 K1F phage lysis, alamar blue, 2 h; higher % means a stronger effect; one-dose inhibition, % at 100 µM; IC50 in µM for titrated hits; 0.02% of 340,000 active;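 active = phage lysis inhibition, versus mean bacterial control, above a set limit; inconclusive = no clear call, values can overlap the other calls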;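 note: capsule biogenesis inhibitors block K1F phage lysis so surviving cells raise fluorescence; higher fluorescence means more inhibition of phage lysis; actives were called in the ten point dose series up to 300 µM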
human PMI inhibitors: human PMI inhibitors, high substrate, primary screen, biochemical, fluorescence intensity, high mannose 6-phosphate (AID 1220); Mannose-6-phosphate isomerase (Homo sapiens); recombinant PMI enzyme, coupled fluorescence intensity; higher % means a stronger effect; inhibition, % at 20 µM, or IC50 in µM where a hit was titrated; 0.66% of 190,000 active
West Nile virus CPE: West Nile virus antiviral activity, cell-based, CPE readout (AID 1621). West Nile virus-infected cells, CPE inhibition; higher % means a stronger effect. CPE inhibition, % at 10 µM, or IC50 in µM where a hit was titrated. 0.02% of 290,000 active; in the data active = a potency from the dose series; inconclusive = CPE inhibition mostly from about 3.7% at the one dose, without a potency; inactive = the rest, 99 in 100 with CPE inhibition below about 2.2%; note: strong numbers were not always called active
TNAP activators: human TNAP enzyme activators, primary screen, biochemical, luminescent, no phosphate acceptor, uHTS (AID 1001). Alkaline phosphatase, tissue-nonspecific isozyme (Homo sapiens). purified TNAP, luminescent activation assay, no phosphate acceptor; higher activation fold means a stronger effect. one-dose activation fold at 20 µM; EC50 in µM for titrated hits. 0.03% of 200,000 active; in the data active = activation fold from about 3, or a potency from the dose series; inactive = the rest, 99 in 100 with activation fold below about 1.6; note: many of its hits are not listed in these tables
T cell HTS: modulators of CD8 T cell-vesicle binding, primary screen, mouse 2C CD8+ T cells, flow cytometry; 2C CD8+ T cell-vesicle binding; stronger effect = lower value; calls only at 7 µM; 0.068% of 330,000 active; AID 2052, 2009;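 active = response, share of CD8 T cells binding vesicles, and their 90th percentile fluorescence all below set limits, cut at about 80% in these data, passing the limit was not always enough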
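System: murine 2C transgenic CD8+ T lymphocytes; also added: QL9-loaded Drosophila micro-vesicles; times: binding 1.5 h at 37 °C; measured by: flow cytometry, PE anti-B7-1 (FL2) versus Alexa647 anti-CD8 (FL8), PFA-fixed; control set: Peptide-free naked vesicles (low) and QL9 vesicles with 0.7% DMSO vehicle (high)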
P. falciparum M17LAP: P. falciparum M17LAP inhibitors, primary screen, biochemical, fluorogenic H-Leu-NHMec substrate, 1536-well (AID 1619) | 0.38% of 220,000 active | recombinant M17LAP, H-Leu-NHMec fluorogenic kinetic assay; higher % means a stronger effect | inhibition, % at 30 µM, or IC50 in µM where a hit was titrated | Leucine aminopeptidase (Plasmodium falciparum (isolate 3D7));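 active = compound inhibiting the enzyme by more than half at any dose during confirmatory dose-response retesting; inconclusive = strong single-dose inhibitors picked by rank but not retested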;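 note: plate controls were full reaction with DMSO carrier for no effect and no enzyme background for full effect; strong numbers were not always called active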
T cell HTS vesicle-bound %: second read-out of T cell HTS, no call of its own (marks repeat the call); double positive events, %; measured here: CD8+ vesicle-bound cell fraction;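 binding gate set so that unloaded-vesicle control wells show 10% double positive cells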
The depositor's hits bear a star; i = inactive; ? = inconclusive; . = not tested or not shown; [ ] = dose if it differs, or a comment. Cut-off read from the data, not from the text of the source, unless noted: active = inhibition above about 50%; inactive = the rest.

SMILES	RSV antiviral HEp-2	human PMI inhibition	P. falciparum M1AAP	K1F lysis inhibition	human PMI inhibitors	West Nile virus CPE	TNAP activators	T cell HTS	T cell HTS vesicle-bound %	P. falciparum M17LAP
CCCCc1ccc(NC2=NCC(=O)N2CCc2ccccc2)cc1	5.5%	9%	.	-0.2%	8%	-2.0%	1.1	i	25	.
CCN1C(=O)/C(=C/C=C2/SCCN2C)SC1=S	-0.7%	20%	-5%	-0.1%	28%	0.2%	0.9	i	20	-8%
Cc1cccc(NC(=O)CSC2=NN3CCCC(=O)N=C3S2)c1C	3.2%	-4%	6%	-1.2%	-7%	.	1.1	i	53	6%
O=C(/C=C/c1ccco1)Nc1cc(Cl)ccc1C(=O)O	4.0%	-6%	8%	-1.3%	-28%	0.4%	1	i	40	74µM*
CCOC(=O)C1=C(C)N=C2SCCC(=O)N2C1c1cccs1 (stereo not drawn)	1.6%	9%	4%	1.6%[50 µM]	10%	0.0%	1.1	i	32	-5%
COc1ccc(NC(C#N)c2ccc(OC)cc2)cc1 (stereo not drawn)	-1.2%	11%	11%	0.2%	8%	0.0%	1	i	26	-5%
O=C(O)c1ccc(CSc2nnc(-c3ccco3)n2-c2ccccc2)cc1	4.5%	-20%	-1%	0.0%	-11%	0.4%	1.1	i	38	0%
O=C1CCCc2c1[nH]c1ccccc21	2.5%	10%	5%	2.3%	14%	-1.1%	1.1	i	22	6%
CCCN1CCN(C(=O)C2CCN(c3nnc(C)c4c(C)n(-c5ccc(C)cc5)nc34)CC2)CC1	-2.2%	.	.	0.6%	.	0.1%	.	i	44	.
Nc1nc(-c2ccccc2)c(-c2ccc([N+](=O)[O-])cc2)s1	10%	-2%	3%	0.1%	0%	-1.4%	0.9	i	35	-5%
COc1ccc(NC(=O)N2CCc3ccccc3C2)cc1	1.0%	.	.	-0.1%	.	-0.8%	.	i	73	.
CCOc1cc(/C=N\NC(=O)CN2CCOCC2)ccc1OCc1ccc(F)cc1	2.0%	-1%	2%	4.1%[50 µM]	1%	0.2%	1.1	i	13	-2%
Cc1cccc(OCc2nnc3n2CCCCC3)c1	2.4%	-1%	-1%	0.3%	0%	0.5%	1.2	i	62	1%
O=C(Nc1c(F)cc(F)cc1Br)c1cc(-c2ccco2)on1	.	-3%	-7%	9.3%	-6%	.	1.1	i	12	-6%
COc1cccc(NC(=S)N(C)C2CCN(C)CC2)c1	-1.3%	.	.	0.1%	.	-0.2%	.	i	48	.
CC(=O)N1C(=O)N(C(C)=O)C2C1N(C(C)=O)C(=O)N2C(C)=O (stereo not drawn)	2.2%	-13%	7%	-0.1%	1%	0.4%	1	i	36	-6%
COc1ccc(C(=O)c2coc3ccc(O)cc23)cc1	7.3%	.	.	0.1%	.	0.8%	.	i	28	.
COC(=O)C1=C(C)N(C)C(=O)NC1c1cc2c(cc1Br)OCO2 (stereo not drawn)	0.2%	.	.	0.8%	.	-0.9%	.	i	52	.
CC(C)(C)NC(=O)c1ccccc1NC(=O)C1CCCO1 (stereo not drawn)	1.5%	1%	-10%	0.2%	4%	0.8%	1	i	61	-3%
Cc1ccc(S(=O)(=O)Nc2c3ccccc3nc(=O)n2-c2ccccc2)cc1	1.4%	-12%	-1%	2.8%	-14%	0.0%	1.1	i	5	6%
CCOC(=O)C1CCCN(C(=O)c2ccc(Cn3c(=S)[nH]c4cc(C(=O)OC)ccc4c3=O)cc2)C1 (stereo not drawn)	-1.4%	-6%	7%	3.6%	-13%	-1.2%	1	i	58	7%
C/C(=N\NC(=S)NC1CCCCC1)c1ccc(OC(F)F)cc1OC(F)F	-1.4%	13%	4%	0.1%	7%	-1.8%	1.2	i	11	16%
CCOC(=O)c1ccc(NC(=S)N2CCN(CCNC3=CC(=O)CC(C)(C)C3)CC2)cc1	0.1%	7%	-2%	-2.5%	8%	0.7%	1	i	56	1%
CCOc1ccc(-c2ccc(/C=C3/C(=N)N4C=CSC4=NC3=O)o2)c([N+](=O)[O-])c1	1.7%	5%	5%	1.7%[50 µM]	41%	0.0%	0.9	i	28	3%
CC(C)N1CC(C(=O)Nc2nc3ccccc3s2)CC1=O (stereo not drawn)	1.2%	2%	-1%	1.7%	1%	0.4%	1.1	i	4	0%
CC(=O)N1CCC2(CC1)C/C(=N\NC(=S)Nc1ccc(C)cc1)c1cc(O)ccc1O2	1.1%	17%	8%	-0.4%	9%	-0.7%	1.1	i	25	0%
Cc1cccc(NS(=O)(=O)c2csc(C(N)=O)c2)c1	0.3%	.	.	0.1%	.	-0.1%	.	i	49	.
O=C(COC(=O)c1c(Cl)cccc1Cl)Nc1cc(Cl)ccc1Oc1ccccc1	16%	6%	7%	0.2%	2%	-0.7%	1.2	i	65	4%
CC(=O)N1CCN(c2ccc(NC(=O)c3ccc4c(c3)OCCO4)cc2Cl)CC1	?	1%	4%	0.2%	-4%	1.4%	1.1	i	35	3%
CC(C)Oc1ccc(C(CC(=O)O)n2cnnn2)cc1 (stereo not drawn)	0.7%	-25%	5%	.	2%	0.1%	0.9	i	58	-10%
Cc1cccc(C)c1N(Cc1ccccc1F)S(C)(=O)=O	-1.8%	-1%	-5%	.	-2%	-0.2%	1.1	i	35	-7%
COCCNC(=S)N(Cc1cc2cc(C)ccc2n2nnnc12)C1CCCC1	0.5%	-11%	6%	0.7%	0%	-0.2%	1	i	27	-4%
COc1ccc(CCC(=O)N2CCCC(Nc3ccccc3)C2)cc1OC (stereo not drawn)	-0.4%	.	.	0.4%	.	-0.5%	.	i	42	.
O=C(N/N=C/c1ccccc1O)c1cc[n+]([O-])cc1	-0.1%	.	.	0.0%	.	-0.3%	.	i	10	.
Cc1ccc(-n2cc(CN3CCCN(C=O)CC3)c(-c3ccc(F)cc3)n2)cc1	-0.9%	2%	-2%	0.0%	2%	0.2%	1	i	34	-4%
O=C(Nc1ccccc1)/C(=C\c1ccco1)NC(=O)c1ccco1	0.0%	.	.	-0.2%	.	-0.3%	.	i	15	.
CCCC(=O)Nc1nc2ccc(S(N)(=O)=O)cc2s1	-0.6%	15%	4%	-0.2%	18%	0.0%	1	i	37	-1%
COCc1nnc(NC(=O)CCN2C(=O)c3ccccc3C2=O)s1	-1.5%	1%	10%	9.6%	-5%	0.5%	1.1	i	4	-1%
COc1ccc(CC(=O)N/N=C/c2c(C)n(C)c3ccccc23)cc1OC	1.9%	.	3%	.	.	-0.2%	.	i	22	3%
O=C(c1noc2c1CCc1ccccc1-2)N1CCOCC1	1.5%	13%	9%	0.7%	9%	-0.3%	1.1	i	9	-11%
CCn1c(-c2ccc3ncccc3c2)n[nH]c1=S	?	2%	-8%	0.4%	-4%	0.8%	0.9	i	56	4%
COc1ccc(C(F)(F)F)cc1N/C=C\c1nnnn1-c1ccc(C)cc1	2.3%	16%	-2%	0.5%	13%	0.1%	1.1	i	4	8%
COc1cccc(-c2cc(=O)[nH][nH]2)c1	0.2%	18%	-4%	-2.4%	37%	0.1%	1	i	49	0%
CN(C)S(=O)(=O)N1CCN(c2ccccc2Cl)CC1	1.1%	6%	4%	0.4%	2%	-0.6%	1.1	i	36	17%
O=C(COc1ccc(Br)cc1CO)N1CCCc2ccccc21	16%	.	.	-0.3%	.	-0.7%	.	i	15	.
Cc1cc(O)c(/C=N/Nc2cccc(Cl)c2)c(=O)o1	3.2%	-52%	5%	5.0%	-152%	-0.5%	1.1	i	43	22%
CCC/C(=N\NC(=O)c1ccc(OC)c(OC)c1)c1ccccc1	3.7%	5%	3%	-0.1%	13%	0.2%	1.2	i	24	3%
Cc1occc1C(=O)Nc1cccc([N+](=O)[O-])c1C	0.3%	.	8%	0.1%[50 µM]	.	-0.2%	.	i	34	21%
O=C(NCCNC1CCN(Cc2ccccc2)CC1)c1cccs1	-1.1%	3%	-2%	.	-5%	.	1	i	14	6%
COc1cccc(NC(=S)NCc2ccc3c(c2)cc(C)n3C)c1	.	7%	15%	-0.1%	3%	-0.4%	1.4	.	.	0%
Cc1ccc(-c2nnc(-c3ccccc3S(=O)(=O)Cc3ccc(Cl)cc3)o2)cc1	2.1%	-2%	0%	-0.1%	-6%	0.1%	1.1	i	40	10%
COC(=O)c1sccc1NC(=O)c1cccc(OC)c1	1.0%	4%	1%	1.8%	3%	0.2%	1.1	i	35	-1%
O=C(O)c1ccc(-c2ccc(/C=C3\NC(=O)N(Cc4ccc(Cl)cc4)C3=O)o2)cc1	.	.	6%	-0.1%	.	0.2%	.	.	.	10%
O=C(O)CCC(=O)N1CCC[C@H]1C(=O)O	2.6%	.	1%	2.1%	.	0.3%	.	i	24	3%
COCCN(C(=O)Nc1ccc(OC)cc1OC)C1CCN(C(C)=O)CC1	-0.6%	4%	3%	-0.1%	7%	-0.2%	1.1	i	16	0%
CCN(c1cccc(C(F)(F)F)c1)S(=O)(=O)c1ccc2c(c1)CCN2C(C)=O	5.6%	10%	15%	-2.3%	7%	-0.2%	1.1	i	58	19%

Record cards (already shown). Screens in order: RSV antiviral HEp-2, human PMI inhibition, P. falciparum M1AAP, K1F lysis inhibition, human PMI inhibitors, West Nile virus CPE, TNAP activators, T cell HTS, T cell HTS vesicle-bound %, P. falciparum M17LAP
CCCCc1ccc(NC2=NCC(=O)N2CCc2ccccc2)cc1 is listed as 5.5%, 9%, ., -0.2%, 8%, -2.0%, 1.1, i, 25, .
O=C(O)c1ccc(-c2ccc(/C=C3\NC(=O)N(Cc4ccc(Cl)cc4)C3=O)o2)cc1 is listed as ., ., 6%, -0.1%, ., 0.2%, ., ., ., 10%

Molecules from the list above that have a CF3 group, in the order listed:
SMILES	RSV antiviral HEp-2	human PMI inhibition	P. falciparum M1AAP	K1F lysis inhibition	human PMI inhibitors	West Nile virus CPE	TNAP activators	T cell HTS	T cell HTS vesicle-bound %	P. falciparum M17LAP
COc1ccc(C(F)(F)F)cc1N/C=C\c1nnnn1-c1ccc(C)cc1	2.3%	16%	-2%	0.5%	13%	0.1%	1.1	i	4	8%
CCN(c1cccc(C(F)(F)F)c1)S(=O)(=O)c1ccc2c(c1)CCN2C(C)=O	5.6%	10%	15%	-2.3%	7%	-0.2%	1.1	i	58	19%

Bioassay records deposited in PubChem BioAssay by several laboratories.
